Screening data as filed in PubChem.
KB-3-1 cytotox – kills parental KB-3-1 adenocarcinoma cells | KB-3-1 viability, CellTiter-Glo ATP luminescence, 72 h | hit rate 1.4% among 400,000 | AID 1347075 | Potency, µM (doses to about 46.1 µM), without a hit: top-dose activity change, negative = cytotoxic, hits mostly cytotoxic; further: potency means the concentration at half of the fitted maximal effect; on the % scale 0 is the no-effect control and ±100 the full control effect; nearly all actives have a fitted effect of over 60% in size
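Using CellTiter-Glo luminescence, growth of non-resistant KB-3-1 adenocarcinoma cells is assessed 72 h after pin-tool compound addition at 37 °C. Normalized responses across the concentration series yield fitted curves.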
HT1080NT lethal – kills 2HG-producing HT-1080-NT fibrosarcoma cells | HT-1080-NT fibrosarcoma viability, CellTiter-Glo ATP luminescence, 48 h | Potency, µM (top dose mostly 46.1 µM), for inactives: top-dose activity, negative = less viability, hits mostly cytotoxic | hit rate 1.6% among 360,000;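 further: NT is the 2HG producing partner of a matched IDH1 knockdown line; potency means the concentration at half of the fitted maximal effect; 0% = DMSO-treated cells and -100% = media-only wells without cells; nearly all actives have a fitted effect of over 55% in size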
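Luminescent CellTiter-Glo readout after 48 hours of compound exposure at 37 degrees C defined viability of HT-1080-NT cells. Activity was normalized to DMSO wells and cell-free media wells; concentration-response curves were fitted and assigned curve classes.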
ATXN2 expr inh – reduces ATXN2 reporter expression in HEK-293 cells; hit rate 0.72% among 360,000; HEK-293 ATXN2-luciferase reporter, luminescence, 24 h; AID 1745845; Potency, µM (series often up to 57 µM), for the others: at the highest dose activity change, negative = inhibition, actives largely listed as inhibitors; further: potency means the concentration at half of the fitted maximal effect; on the % scale 0 is the no-effect control and ±100 the full control effect; nearly all actives have a fitted effect of over 55% in size
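qHTS (up to 57 uM final) was run with 24 h compound exposure of reporter cells at 37 °C. Each well was multiplexed: SteadyGlo luminescence measured ATXN2-luciferase expression after a fluorogenic Gly-Phe-AFC viability readout (25 uM final).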
HepG2 viability – HepG2 cytotoxicity, counter-screen for TGF-b inhibitors; HepG2 CAGA-GFP viability, ATP luminescence, 18 h; Potency, µM (series often up to 46.1 µM), for the others: top-dose activity change, negative = cytotoxicity, actives largely listed as cytotoxic; hit rate 0.76% among 410,000; further: potency means the concentration at half of the fitted maximal effect; some results filed as inactive show a strong effect at the top dose
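HepG2 CAGA-GFP cells (1000/well, DMEM with 1% FBS) received compound, then TGF-beta at 500 pg/mL final, and were incubated 18 hours at 37 degrees C. Viability was read by CellTiter-Glo luminescence. Media-only wells were set as complete cell-killing and DMSO as no toxicity.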
IL1B secr inh – inhibitors of inflammasome signaling (IL-1 beta secretion); THP-1 LPS/ATP IL-1B secretion, AlphaLISA, 16 h; active compounds read low; activity change, % at 57.5 µM; hit rate 4.7% among 360,000; AID 743279; in the data active means activity change below about -50%; inconclusive means mostly about -30% to -49%; further: on the % scale 0 is the no-effect control and ±100 the full control effect
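THP-1 cells pretreated 1 hr with compounds (up to 57.5 uM final), then stimulated with LPS (250 ng/mL final) plus ATP (1.25 mM final); secreted IL-1B measured by AlphaLISA after 16 hr, decreased signal indicating inhibition.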
MCF10A rerep – induces DNA re-replication in MCF 10a normal breast cells | MCF 10A DNA re-replication, Hoechst nuclear intensity, 48 h | Potency, µM (top dose mostly 46.1 µM), for inactives: at the top dose activity, positive = re-replication, actives largely listed as activators | hit rate 2.9% among 350,000; further: potency means the concentration at half of the fitted maximal effect; % of control where 0% means no effect; nearly all actives have a fitted effect of over 50% in size
SW480 rereplic – DNA re-replication induction in SW480 cells; SW480 DNA re-replication, Hoechst DNA content imaging, 48 h; hit rate 1.8% among 340,000; Potency, µM (top dose mostly 46.1 µM), for inactives: top-dose re-replication activation, hits mostly activators; further: potency means the concentration at half of the fitted maximal effect; % of control where 0% means no effect; nearly all actives have a fitted effect of over 55% in size
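SW480 cells exposed to compounds for 48 hr at 37 C, 5% CO2, then Hoechst-stained 40 min. Nuclear DNA content imaged by fluorescence scanning (405 nm excitation, 500-530 nm emission); re-replication scored as increased high-intensity nuclei.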
ATXN viability – cell viability loss in ATXN counter-screen; S2 cells (HEK-293 line with an ATXN2-luciferase reporter) viability, CellTiter-Fluor protease fluorescence, 24 h; Potency, µM (series often up to 56.7 µM), actives largely listed as cytotoxic; hit rate 0.49% among 400,000; AID 651635; further: potency means the concentration at half of the fitted maximal effect; nearly all actives have a fitted effect of over 40% in size
HT1080 IDH1KD tx – toxicity to HT-1080 IDH1 knockdown cells (counter line). HT-1080 IDH1 knockdown viability, ATP luminescence, 48 h. Potency, µM (doses to about 46.1 µM), for inactives: at the top dose activity, negative = toxicity, actives largely listed as cytotoxic. hit rate 2% among 360,000. AID 686971;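 further: potency means the concentration at half of the fitted maximal effect; 0% = DMSO wells and -100% = cell-free medium wells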
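Knockdown cells (IDH1KD HT-1080) received compounds 2 h after plating at 750 cells/well and were kept 48 h at 37 °C in 5% FBS RPMI. A CellTiter-Glo luminescence read gave % activity for curve fitting.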
The depositor's hits bear a star; i = inactive; ? = inconclusive; . = not tested or not shown; [ ] = dose if it differs, or a comment. Unless noted, the call rests on the fitted dose curve; in most records, active means well fitted curve in the direction sought with a large enough effect; inconclusive means small, poorly fitted or top-dose-only effect, or another doubt; inactive means no such curve, though single readings can be large; an effect the other way counts as inactive or inconclusive. Rows are unselected; overall some 8.9% were active at least once.

SMILES | KB-3-1 cytotox | HT1080NT lethal | ATXN2 expr inh | HepG2 viability | IL1B secr inh | MCF10A rerep | SW480 rereplic | ATXN viability | HT1080 IDH1KD tx
COCCNC(=O)C(c1ccc(C)o1)N(C(=O)c1snc(C(N)=O)c1N)c1ccc(C)cc1 (stereo not given) | 0% | 2% | -1% | -4% | 7 | 5% | 2% | i | 5%
CC(C)(C)NC(=O)C(c1ccc(C#N)cc1)n1c(=O)c(-c2cc3ccccc3[nH]2)nc2ccccc21 (stereo not given) | ? | ? | . | . | 16 | . | . | . | ?
C[C@H](O)C#Cc1cnc2c(c1)C(=O)N([C@H](C)CO)C[C@@H](C)[C@@H](CN(C)Cc1ccc(-c3ccccc3)cc1)O2 | ? | ? | ? | -51% | -108* | . | . | ? | -15%
COc1ccccc1CNC(=O)C1CCN(S(=O)(=O)c2ccc3c(c2)OCCCO3)CC1 | 7% | 1% | 1% | -6% | -6 | 0% | 21% | ? | 5%
Cn1nc(C(C)(C)C)cc1C(=O)N1CCCCC1c1cc(C(=O)Nc2ccccc2Cl)no1 (stereo not given) | ? | ? | -24% | -8% | -5 | . | . | i | ?
CCCOc1ccc(C(=O)Nc2cc(-c3nn4c(C)nnc4s3)ccc2C)cc1 | 22% | -6% | -6% | 2% | 64 | 13% | -4% | i | 0%
CC1(c2ccccc2)NC(=O)N(CC(=O)Nc2cccc(C#N)c2)C1=O (stereo not given) | 28% | 8% | 4% | -32% | -2 | -1% | -5% | i | 13%
Cc1ccnc(OC(C(=O)O)C(OCc2ccccc2)(c2ccc(F)cc2)c2ccc(F)cc2)n1 (stereo not given) | -11% | -19% | 0% | 0% | 17 | 12% | -7% | i | -16%
O=C(c1ccco1)N1CCC(c2ccccc2)C1 (stereo not given) | 11% | 1% | 58%[activator] | -15% | 2 | 2% | 1% | i | ?
S=C(Nc1ccc(Br)cc1)NC1CCCC1 | -10% | -10% | 6% | -23% | -62* | -1% | -1% | i | -9%
COc1cc(SC)ccc1C(=O)OC(C)C(=O)Nc1ccc(NC(C)=O)cc1 (stereo not given) | 2% | 0% | -2% | 7% | 2 | 1% | -18% | i | 1%
COc1ccc(N(C(=O)COc2ccccc2)C2C=CS(=O)(=O)C2)c(OC)c1 (stereo not given) | 0% | 1% | 3% | -1% | -5 | 0% | -3% | i | 3%
CC1CC(C)CN(C(=O)COC(=O)c2ccc3ncsc3c2)C1 (stereo not given) | 4% | 14% | . | 11% | -12 | 1% | -5% | i | 0%
O=C(NN=Cc1c(F)cccc1F)c1ccccc1NS(=O)(=O)c1cccs1 | . | -19% | -8% | -8% | -8 | ? | 0% | i | -6%
CCc1cccc(NC(=O)CCn2nc(C)cc2C)c1 | 11% | . | 2% | -10% | . | . | . | i | .
COc1ccc(C(=O)NCC(=O)OCC(=O)N2CCC(C)CC2)cc1OC | 8% | -16% | 0% | 8% | 26 | -4% | 1% | i | -3%
COc1ccccc1CNC(=O)C1CCN(S(=O)(=O)c2ccc3c(ccn3C)c2)CC1 | -18% | . | 10% | 8% | . | . | . | i | .
COc1ccc(CSc2nc3ccncc3n2CC(=O)Nc2cc(C)cc(C)c2)cc1 | -1% | . | 4% | -29% | . | . | . | i | .
O=C(Nc1nnc(SCC(=O)N2CCCC2)s1)C1CC(=O)N(c2ccccc2)C1 (stereo not given) | -1% | -3% | -6% | -46% | 10 | 15% | -5% | i | 3%
CCOc1ccc(C(=O)OCC(=O)NC2CCCCCCC2)cc1 | -21% | 0% | -7% | -3% | 14 | 4% | 37% | i | -3%
OCC[C@@H]1C[C@@H](O)[C@H](O)[C@@]2(Cc3ccccc3CO2)O1 | 10% | 8% | 2% | 1% | 5 | -11% | 0% | i | 12%
COCCN(CC(=O)Nc1cc(Cl)ccc1-n1cncn1)Cc1nc2ccccc2c(=O)[nH]1 | ? | 0%[9.24 µM] | 11% | -1% | 0 | 9% | -16% | i | -6%
O=C(Nc1ccccc1N1CCN(C(=O)c2ccccc2)CC1)c1ccc(Br)o1 | ? | -9% | ? | 4% | -1 | 3% | ? | ? | -4%
CC(NS(=O)(=O)c1cccc(C(=O)N(C)Cc2ccc(N3CCOCC3)cc2)c1)c1ccccc1 (stereo not given) | -8% | -6% | . | -27% | -20 | 4% | -5% | ? | 0%
CN=C(Nc1ccc(C(=O)OC)s1)c1ccccc1 | 1% | 7% | -2% | -5% | ? | -35%[inhibitor] | -28% | i | 2%
COc1cc(C2CC(=O)N3CN(Cc4ccccc4)CSC3=C2C#N)ccc1OCc1ccccc1 (stereo not given) | 4% | -1% | -22% | -8% | -11 | 17% | -9% | ? | -3%
CC(C)CCNC(=O)c1ccc(-n2cnc3cccnc32)cc1 | 8% | 13% | . | 6% | -2 | -1% | -17% | i | 0%
O=C(COC(=O)c1ccccc1Oc1ccccc1)NC1CC1 | 13% | 25% | 3%[11.3 µM] | 1% | 17 | -1% | 5% | i | 5%
Cc1cccc(CSc2nnc(CCCCCN)o2)c1 | 1% | . | ? | -18% | . | . | . | i | .
Cc1ccccc1NC(=O)CN1C(=O)S/C(=C\c2ccc(-c3cc(C(=O)O)ccc3C)o2)C1=O | -12% | -4% | -26%[11.3 µM] | -8% | -4 | ? | 9% | . | -20%
O=c1[nH]c(=O)c2nc(-c3ccc(Cl)cc3)cnc2[nH]1 | -26% | -14% | -24% | 0% | -5 | -29% | ? | . | -5%
CCOC(=O)c1ccc(NC(=O)C2CC3CCC2C3)cc1 (stereo not given) | 9% | -11% | 101%[activator] | -23% | -12 | 0% | 10% | ? | -13%
CC1CCCCC1NC(=O)COC(=O)CCC(=O)c1cccs1 (stereo not given) | 3% | 0% | -1% | 15% | -4 | 1% | -7% | i | 1%
COC(=O)c1cccc(NC(=O)CC2C(=O)NCCN2C(=O)c2ccc(F)cc2F)c1 (stereo not given) | 4% | 24% | 11% | 12% | 25 | 1% | -5% | i | -2%
FC(F)(F)c1ccc(Oc2ccc3ccccc3c2Br)nc1 | -19% | 0% | . | 3% | -16 | -6% | 2% | i | -4%
CC1CCCN(CC(=O)Nc2ccc(S(=O)(=O)N3CCCCC3)cc2)C1 (stereo not given) | 16% | 8% | -1% | -4% | -20 | 9% | ? | i | 8%
CC(=O)Nc1ccc(NC(=O)c2cc(-c3cc(C)c(C)cc3O)n[nH]2)cc1 | -1% | ? | 6% | 1% | -1 | -18% | -8% | i | ?
COc1ccc2[nH]cc(CCNC(=O)COc3ccc4ccc(=O)oc4c3)c2c1 | 0% | 4% | -9% | -26% | -23 | -7% | 0% | i | -1%
Cc1cccc(N2CCN(C(=O)c3cc4c(=O)n(C)c5ccccc5c4s3)CC2)c1C | -5% | . | 16% | -14% | . | . | . | i | .
Clc1ccc(Cn2ncc3c(N4CCN(c5ccccc5)CC4)ncnc32)cc1 | ? | ? | ? | -16% | -15 | . | . | ? | 0%

3 entries out of the list, ordered by number of heavy atoms, low to high:
SMILES | KB-3-1 cytotox | HT1080NT lethal | ATXN2 expr inh | HepG2 viability | IL1B secr inh | MCF10A rerep | SW480 rereplic | ATXN viability | HT1080 IDH1KD tx
O=c1[nH]c(=O)c2nc(-c3ccc(Cl)cc3)cnc2[nH]1 | -26% | -14% | -24% | 0% | -5 | -29% | ? | . | -5%
CC(C)CCNC(=O)c1ccc(-n2cnc3cccnc32)cc1 | 8% | 13% | . | 6% | -2 | -1% | -17% | i | 0%
Cc1cccc(N2CCN(C(=O)c3cc4c(=O)n(C)c5ccccc5c4s3)CC2)c1C | -5% | . | 16% | -14% | . | . | . | i | .

(list continues)
SMILES | KB-3-1 cytotox | HT1080NT lethal | ATXN2 expr inh | HepG2 viability | IL1B secr inh | MCF10A rerep | SW480 rereplic | ATXN viability | HT1080 IDH1KD tx
COc1cc(CNc2ncnc3c2ncn3[C@H]2CN(Cc3ccco3)C[C@@H](CO)O2)cc(OC)c1OC | 0% | ? | 4% | -20% | 16 | . | . | i | 8%
C[C@]12C(=O)N(c3cccc(Cl)c3)C(=O)N1[C@@H]1c3ccccc3OC[C@@H]1[C@H]2c1ccccc1 | 8% | -7% | 2% | 0% | -8 | 6% | -3% | i | -5%
CC1=C(C(=O)N2CCOCC2)CC(CC(=O)NCCN2CCOCC2)C(=O)N1CCC1=CCCCC1 (stereo not given) | 4% | 3% | 9% | 1% | 11 | . | . | i | 8%
CCCCOCCCNC(=O)C[C@@H]1C[C@@]2(C(=O)OC)CC(C)(C)CC=C2N(Cc2ccc3c(c2)OCO3)C1=O | -3% | ? | . | . | -11 | . | . | . | ?
COc1ccc(OCC(=O)N/N=C(\C)CC(=O)Nc2ccc(NC(C)=O)cc2)cc1 | 6% | 2% | 4% | 10% | 12 | ? | -10% | i | 10%
CCN(C(=O)CSc1nnc(C)n1Cc1ccccc1)C1CCS(=O)(=O)C1 (stereo not given) | 0% | 7% | -16% | 3% | 4 | 0% | -3% | i | ?
CCOc1ccc(-c2noc(CCC(=O)NC3CCCCC3)n2)cc1OC | -11% | 7% | -8% | 7% | -21 | -3% | -3% | i | 10%
CCCCCCC1CC(/C(C)=N\NC(N)=O)OC1=O (stereo not given) | 29% | 8% | -14% | -3% | -7 | -2% | -3% | i | 28%
COC(=O)c1c(NC(=O)C2CC=CCC2C(=O)O)sc2c1CCCCC2 (stereo not given) | 0% | 0% | -5% | -6% | -1 | 16% | 2% | i | -3%
CCC1CCC2(CC1)NC(CO)(CO)CO2 (stereo not given) | 1% | -38% | 6% | 2% | -7 | 13% | ? | i | 12%[9.24 µM]
Cc1ccc2nc(SCC(=O)NCc3ccco3)c(C#N)cc2c1 | -1% | 0% | 45%[activator] | -18% | -16 | -1% | -1% | i | -6%
CC1CCCC(NC(=O)Cn2cc([N+](=O)[O-])ccc2=O)C1C (stereo not given) | 0% | -1% | . | -5% | 4 | -4% | -4% | i | -2%
